Screens (PubChem)
Tn7 DDE FP: inhibitors of Tn7 peptide binding to human fibrin DD(E); FP displacement of FITC-Tn7 peptide from fibrin DD(E); 0% = median of compound wells per plate; 370,000 compounds, 0.13% hits; inhibition, % at 8.3 µM; P02675;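 active = inhibition above the mean of compounds falling within the control limits plus 3 SD of them, cut at about 14% in these data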;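 note: 0% = plate median of compound wells and 100% = 10 µM Aha-Tn7 peptide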
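Assay system: Human fibrin DD(E) protein | Medium: Tris buffer with calcium and detergent, pH 7.8 | Reagent: 0.1 µM fluorescent Tn7 | Compound dosing: Single point at 8.3 µM | Times: 10 min preincubation, 3 h with tracer, room temperature | Detection: Fluorescence polarization of the labelled Tn7 tracer | Controls: Aha-Tn7 high control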
TDP2 absorb: TDP2 (human) inhibition, absorbance primary screen | recombinant TDP2, T5PNP hydrolysis, p-nitrophenol absorbance 415 nm | inhibition, % at 12.8 µM | 370,000 compounds, 0.34% hits | AID 720702;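 active = inhibition above the mean of all tested compounds plus 3 SD, set per campaign, cut at about 25% in these data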;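 note: 0% = DMSO with enzyme and 100% = buffer with substrate but no TDP2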
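Assay system: Recombinant human TDP2 | Quantity: 120 nM TDP2 per well | Incubation: 2 h at 37 °C | Signal: Epi absorbance | Evaluation: Percent inhibition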
ASAP1 inh: ASAP1 ArfGAP inhibition. Q9ULH1. ASAP1-stimulated ARF1 GTP hydrolysis, GDP FP detection. inhibition, % at 16.5 µM. 360,000 compounds, 0.19% hits; in the data active = inhibition above about 25%;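 note: 0% = vehicle with enzyme and substrate and 100% = no enzyme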
PLC-beta3 inh: inhibitors of human phospholipase C beta3; inhibition, % at 12.2 µM; AID 720704; 370,000 compounds, 0.18% hits; Purified PLC-beta3, fluorogenic substrate, fluorescence; Q01970; in the data active = inhibition above about 11%;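 note: 0% = median of compound wells on plate and 100% = full blocker control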
ADAM17 inh: inhibitors of human ADAM17. 370,000 compounds, 0.83% hits. P78536. recombinant ADAM17, EDANS/DABCYL FRET peptide cleavage. AID 720648. inhibition, % at 6.95 µM;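 active = inhibition above the mean of compounds lying between control limits plus 3 SD, set per campaign, cut at about 8.5% in these data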;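 note: 0% = DMSO-only wells as the low control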
Target sequence (P78536 215-824 limits assumed): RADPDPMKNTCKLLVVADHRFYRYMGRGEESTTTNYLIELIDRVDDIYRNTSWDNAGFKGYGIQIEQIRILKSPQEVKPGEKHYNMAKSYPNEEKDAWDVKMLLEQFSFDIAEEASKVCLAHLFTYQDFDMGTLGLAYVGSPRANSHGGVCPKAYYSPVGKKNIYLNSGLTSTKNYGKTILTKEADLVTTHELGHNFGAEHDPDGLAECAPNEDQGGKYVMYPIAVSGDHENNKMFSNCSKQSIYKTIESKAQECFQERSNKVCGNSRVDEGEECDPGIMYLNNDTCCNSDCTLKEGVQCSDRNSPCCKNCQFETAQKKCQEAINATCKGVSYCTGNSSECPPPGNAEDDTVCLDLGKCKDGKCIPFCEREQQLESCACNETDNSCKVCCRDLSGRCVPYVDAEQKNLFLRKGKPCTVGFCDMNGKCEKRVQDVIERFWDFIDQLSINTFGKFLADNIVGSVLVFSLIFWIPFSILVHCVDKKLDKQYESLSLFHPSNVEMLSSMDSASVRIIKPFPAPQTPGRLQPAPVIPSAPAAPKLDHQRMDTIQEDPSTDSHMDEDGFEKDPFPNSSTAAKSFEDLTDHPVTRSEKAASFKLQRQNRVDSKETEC
PLC-gamma1 inh: inhibitors of human phospholipase C gamma1; 370,000 compounds, 0.84% hits; P19174; inhibition, % at 12.2 µM; purified PLC-gamma1, fluorogenic substrate, fluorescence; in the data active = inhibition above about 9.5%
ARFGAP1 inh: inhibitors of rat ARFGAP1; Q62848; AID 651572; 360,000 compounds, 0.26% hits; inhibition, % at 16.5 µM; Arfgap1-stimulated ARF1 GTP hydrolysis, GDP FP detection;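 active = inhibition above a per-plate limit, mean inhibition of low control wells plus 3 SD, cut at about 25% in these data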;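 note: 0% = DMSO wells with enzyme and 100% = wells lacking Arfgap1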
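Assay system: purified rat His6-Arfgap1 residues 1-136 (GAP domain); Reagent: human Δ17 ARF1 bound to GTP; Dosing: 16.5 µM single point, 1.26% DMSO; Times: GTP hydrolysis reaction 2 h at 25 °C; Signal: FP, GDP Alexa 633 tracer displaced from anti-GDP antibody, 620/688 nm; Measure: % inhibition from polarization.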
Tn6 DDE FP: inhibitors of Tn6 peptide binding to human fibrin DD(E); Fibrin DD(E) TRITC-Tn6 fluorescence polarization displacement; inhibition, % at 8.3 µM; 370,000 compounds, 0.21% hits; P02675; AID 720509;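 active = inhibition above a per-campaign cutoff: mean of compounds within control limits plus 3 SD, cut at about 15% in these data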;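 note: 0% = median of all compound wells on the plate and 100% = blocking peptide control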
SIAE primary: inhibitors of human sialic acid acetylesterase SIAE; Q9HAT2; SIAE FP-Rh probe binding, fluorescence polarization; inhibition, % at 9.66 µM; 370,000 compounds, 0.69% hits; AID 1053197;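 active = inhibition above a cutoff: mean of compounds within the control limits plus 3 SD of those, cut at about 17% in these data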;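 note: 0% = plate median of compound wells and 100% = probe without SIAE protein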
ADAM10 inh: inhibits human ADAM10. recombinant ADAM10, EDANS/DABCYL FRET peptide cleavage, 3 h. inhibition, % at 7 µM. 370,000 compounds, 0.62% hits. AID 720582;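 active = inhibition above a per-campaign cutoff equal to the mean of compounds falling between control-based bounds plus 3 SD, cut at about 20% in these data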;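 note: 0% = DMSO wells while the 100% control is not disclosed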
Target sequence (O14672 214-748 limits assumed): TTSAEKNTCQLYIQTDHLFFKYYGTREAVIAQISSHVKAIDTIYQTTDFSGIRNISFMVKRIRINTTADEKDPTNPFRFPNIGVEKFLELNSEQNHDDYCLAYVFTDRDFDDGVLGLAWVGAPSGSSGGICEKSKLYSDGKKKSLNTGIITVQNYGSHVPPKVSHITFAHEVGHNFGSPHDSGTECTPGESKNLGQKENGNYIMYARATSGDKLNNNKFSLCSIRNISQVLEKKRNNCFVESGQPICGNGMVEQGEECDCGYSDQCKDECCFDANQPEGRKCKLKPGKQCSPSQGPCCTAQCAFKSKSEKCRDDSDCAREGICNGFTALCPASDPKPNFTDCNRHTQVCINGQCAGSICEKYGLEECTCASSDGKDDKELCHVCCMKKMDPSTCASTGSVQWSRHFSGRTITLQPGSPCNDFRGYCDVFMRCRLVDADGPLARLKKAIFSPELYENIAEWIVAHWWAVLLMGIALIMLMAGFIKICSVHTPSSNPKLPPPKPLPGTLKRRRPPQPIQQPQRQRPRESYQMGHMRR
Numbers without * were called inactive; i = inactive.

#	Tn7 DDE FP	TDP2 absorb	ASAP1 inh	PLC-beta3 inh	ADAM17 inh	PLC-gamma1 inh	ARFGAP1 inh	Tn6 DDE FP	SIAE primary	ADAM10 inh	compound
1	0	0	3	0	-4	0	-4	4	0	-5	CCCCNC(=O)NNC(=O)COc1cc(C)cc(C)c1
2	0	18	0	-11	0	-4	-3	1	9	2	Cc1ccc(S(=O)(=O)Nc2nc(C)c(C)s2)cc1
3	-5	-22	12	-12	-3	0	17	-3	-1	-12	O=C(Nc1nc(-c2cccnc2)cs1)c1ccc([N+](=O)[O-])cc1
4	-2	-9	-12	-6	-2	-2	8	5	-11	-4	Cc1noc(C)c1COc1ccccc1C(=O)NCCc1ccc(S(N)(=O)=O)cc1
5	3	1	-1	5	-3	-1	0	-7	2	6	Cc1ccc(S(=O)(=O)N2CCN(Cc3nc4sc(C)c(C)c4c(=O)[nH]3)CC2)cc1
6	-1	-5	-10	-7	-4	-7	4	2	0	4	CCC1(C(=O)OC)NC(c2ccco2)C2C(=O)N(c3ccccc3)C(=O)C21 (stereo not given)
7	0	16	4	5	1	2	4	-7	-6	1	O=C1C2C3C=CC(c4ccccc4)(C2C(=O)N1c1cccc(Cl)c1)C1C(=O)N(c2cccc(Cl)c2)C(=O)C31 (stereo not given)
8	-8	-11	6	4	5	3	0	-2	-7	1	O=C(NCc1cc(C(F)(F)F)cc(C(F)(F)F)c1)c1cc(-c2cc(F)ccc2OCC2CCCO2)n[nH]1 (stereo not given)

The listing continues:
#	Tn7 DDE FP	TDP2 absorb	ASAP1 inh	PLC-beta3 inh	ADAM17 inh	PLC-gamma1 inh	ARFGAP1 inh	Tn6 DDE FP	SIAE primary	ADAM10 inh	compound
9	-6	-14	5	-1	0	8	6	-5	1	-5	COc1ccc(NC(=O)CCN2CCN(S(=O)(=O)c3cc(Cl)ccc3OC)CC2)cc1
10	1	4	4	-44	0	-39	6	1	6	-2	CCCCOc1ccc(C(=O)N/C(=C/C=C/c2ccccc2)C(=O)NCCO)cc1
11	-2	-10	9	-6	3	1	8	-5	9	6	CCN(CC)S(=O)(=O)c1ccc2oc(Nc3ccc(OC)cc3OC)nc2c1
12	0	9	3	2	3	1	6	-5	4	7	CC(C)(C)[C@@H]1C=C(C(=O)Nc2ccccc2)O[C@H](OCc2ccc(CO)cc2)C1
13	9	-12	3	-1	-1	-2	2	6	7	-3	Cc1ccc(-n2nc(CC#N)c(C#N)c2N)cc1Cl
14	-1	2	7	3	0	0	4	5	4	-1	Cc1n[nH]c(C)c1SCC(=O)Nc1ccc(F)cc1
15	2	-1	4	5	4	3	3	9	4	8	COc1ccc(OC)c(-c2nnc3n2N=C(c2ccc(OC)c(OC)c2)CS3)c1
16	4	4	-1	0	1	2	11	-6	3	2	CN(Cc1ccccc1)C(=O)NC1CCCCC1

The list continues:
#	Tn7 DDE FP	TDP2 absorb	ASAP1 inh	PLC-beta3 inh	ADAM17 inh	PLC-gamma1 inh	ARFGAP1 inh	Tn6 DDE FP	SIAE primary	ADAM10 inh	compound
17	1	-15	8	2	-1	0	10	-2	0	11	Cc1c(NC(=O)Oc2ccccc2)sc(=S)n1C
18	-2	10	10	1	-6	-1	0	-7	5	-3	CNC(=O)c1[nH]cnc1C(=O)NCC(=O)OC(C)(C)C
19	-6	-21	4	-237	-315	-241	-13	3	-4	i	CC(=O)NCC(=O)N1CCCC(C(=O)c2ccc3c4c(cccc24)CC3)C1 (stereo not given)
20	-2	6	-14	-8	-4	-1	1	-4	0	-3	O=C(CCCNC(=O)c1ccc(Cl)cc1)Nc1ccc(S(=O)(=O)Nc2ncccn2)cc1
21	-6	-5	1	1	-2	9	-15	-5	1	3	CN1C(=O)C2CN(CCc3ccccc3)CNC2N(C)C1=O (stereo not given)
22	1	-4	-2	0	0	4	-3	2	8	2	Cc1ccccc1NC(=O)c1cc(S(=O)(=O)N2CCCCC2)ccc1N1CCOCC1
23	5	16	-18	5	-2	3	-3	3	5	5	O=C(CSc1ccc(-c2ccc(Br)cc2)nn1)N1CCOCC1
24	9	13	-1	-5	-8	0	-6	-6	-1	0	Cc1ccc(NC(=O)C[n+]2cc(-c3ccccc3)n3c2CCC3)cc1

The results go on:
#	Tn7 DDE FP	TDP2 absorb	ASAP1 inh	PLC-beta3 inh	ADAM17 inh	PLC-gamma1 inh	ARFGAP1 inh	Tn6 DDE FP	SIAE primary	ADAM10 inh	compound
25	-7	5	9	0	7	5	-4	5	-18	14	COc1ccc(N(Cc2ccccc2)S(=O)(=O)c2cccc(C(=O)NC3=NCCS3)c2)cc1
26	6	9	0	-1	-5	1	3	-3	2	-2	O=C1C(Cl)=C(N2CCOCC2)C(=O)N1c1ccccc1
27	0	1	-5	2	-3	2	13	-1	12	-6	CCn1cc(C(=O)N2CCOCC2)c(=O)c2cc(S(=O)(=O)N(C)C)ccc21
28	-3	-7	1	-7	-2	-1	6	3	4	-7	O=C(C1=COCCO1)N(Cc1nnc(-c2ccc(Cl)cc2)o1)C1CC1
29	-2	6	-2	1	-5	-1	1	3	1	-4	Cc1ccc(C)c(NC(=S)NCCN2CCOCC2)c1
30	4	9	-1	0	-6	-2	6	-2	-9	-1	CC(=O)c1cccc(N(CC(=O)Nc2ccccc2F)S(C)(=O)=O)c1
31	-2	-2	4	-5	-1	-3	3	-2	-34	-5	O=C(O)CSc1nc(-c2ccc(Cl)cc2)nc2c1oc1ccccc12
32	-6	4	2	0	0	-4	-1	2	1	-7	Cc1nc2ccccc2c(=O)n1NC(=O)Cc1ccc([N+](=O)[O-])cc1

A second format for some results above.
item	compound	Tn7 DDE FP	TDP2 absorb	ASAP1 inh	PLC-beta3 inh	ADAM17 inh	PLC-gamma1 inh	ARFGAP1 inh	Tn6 DDE FP	SIAE primary	ADAM10 inh
31	O=C(O)CSc1nc(-c2ccc(Cl)cc2)nc2c1oc1ccccc12	-2	-2	4	-5	-1	-3	3	-2	-34	-5
25	COc1ccc(N(Cc2ccccc2)S(=O)(=O)c2cccc(C(=O)NC3=NCCS3)c2)cc1	-7	5	9	0	7	5	-4	5	-18	14

Eight structures already listed, sorted by heavy-atom count, highest first.
#	Tn7 DDE FP	TDP2 absorb	ASAP1 inh	PLC-beta3 inh	ADAM17 inh	PLC-gamma1 inh	ARFGAP1 inh	Tn6 DDE FP	SIAE primary	ADAM10 inh	compound
25	-7	5	9	0	7	5	-4	5	-18	14	COc1ccc(N(Cc2ccccc2)S(=O)(=O)c2cccc(C(=O)NC3=NCCS3)c2)cc1
20	-2	6	-14	-8	-4	-1	1	-4	0	-3	O=C(CCCNC(=O)c1ccc(Cl)cc1)Nc1ccc(S(=O)(=O)Nc2ncccn2)cc1
22	1	-4	-2	0	0	4	-3	2	8	2	Cc1ccccc1NC(=O)c1cc(S(=O)(=O)N2CCCCC2)ccc1N1CCOCC1
19	-6	-21	4	-237	-315	-241	-13	3	-4	i	CC(=O)NCC(=O)N1CCCC(C(=O)c2ccc3c4c(cccc24)CC3)C1 (stereo not given)
31	-2	-2	4	-5	-1	-3	3	-2	-34	-5	O=C(O)CSc1nc(-c2ccc(Cl)cc2)nc2c1oc1ccccc12
23	5	16	-18	5	-2	3	-3	3	5	5	O=C(CSc1ccc(-c2ccc(Br)cc2)nn1)N1CCOCC1
21	-6	-5	1	1	-2	9	-15	-5	1	3	CN1C(=O)C2CN(CCc3ccccc3)CNC2N(C)C1=O (stereo not given)
26	6	9	0	-1	-5	1	3	-3	2	-2	O=C1C(Cl)=C(N2CCOCC2)C(=O)N1c1ccccc1

Following part:
#	Tn7 DDE FP	TDP2 absorb	ASAP1 inh	PLC-beta3 inh	ADAM17 inh	PLC-gamma1 inh	ARFGAP1 inh	Tn6 DDE FP	SIAE primary	ADAM10 inh	compound
33	-4	8	-16	-20	-83	-8	-1	0	0	-198	CCN(CC)CCCNC(=O)c1cn(CC(C)C)c(=O)c2c1c1ccccc1n2C
34	-1	-4	-11	-1	-3	-1	-4	4	-20	-4	COc1ccc(Br)cc1/C=N/NC(=O)c1nc(-c2ccccc2)n2c1CCCCC2
35	3	0	4	3	0	3	5	6	10	3	O=C(NCC(c1cccnc1)N1CCN(c2ccccc2)CC1)c1ccc2c(c1)OCO2 (stereo not given)
36	2	3	5	-7	-3	-1	3	1	-6	-6	COc1ccc(C(=O)Nc2cnc3sc(C)nn3c2=O)cc1
37	-1	-13	-10	-1	0	3	-12	1	-6	2	CCc1ccc(NC(=O)CCCN2C(=O)C3CC=CCC3C2=O)cc1 (stereo not given)
38	-6	-3	-2	4	6	1	14	-3	-7	15	Cn1cc(SCC(=O)Nc2nc3ccccc3s2)c2ccccc21
39	-1	-10	-20	-5	-8	-2	10	-3	5	-17	COc1ccc2c(c1)N(C[C@H](C)CN(C)C)c1ccccc1S2
40	-5	7	-10	4	-3	1	-3	-4	-2	3	N=c1ncn(CC(O)CO)c2nc(N3CCOCC3)[nH]c12 (stereo not given)

New compounds follow.
#	Tn7 DDE FP	TDP2 absorb	ASAP1 inh	PLC-beta3 inh	ADAM17 inh	PLC-gamma1 inh	ARFGAP1 inh	Tn6 DDE FP	SIAE primary	ADAM10 inh	compound
41	0	29*	-9	-6	-3	1	-10	7	10	5	CCN1CCN(CC#CCOc2ccccc2OC)CC1
42	1	0	-8	2	1	3	9	6	2	9	Cc1cc(C)c(C(=O)Nc2ccc3c(c2)OCCO3)c(C)c1
43	0	2	2	1	-7	-2	4	-3	7	-12	O=C(NCCCN1CCCC1)c1[nH]c(C(F)(F)F)nc1-c1ccccc1
44	-4	-3	-5	-5	-2	5	-2	-3	2	-23	Cc1ccc(NC(=O)C(C)N2CCN(C)CC2)cc1S(=O)(=O)N1CCOCC1 (stereo not given)
45	2	-1	-8	1	2	1	9	-2	-3	5	CCCCC(CCC(=O)Nc1ccc(C(=O)OC)cc1)C(=O)O (stereo not given)
46	-4	3	-6	-1	-3	-3	3	1	3	-6	O=S(=O)(Nc1ccc(-n2cnnn2)cc1)c1ccc(Cl)s1
47	-6	9	20	-13	-5	-9	9	14	-146	-36	NS(=O)(=O)c1cccc(NC(=O)COC(=O)c2cc(-c3ccc(Cl)cc3)nc3ccccc23)c1
48	-1	-1	-12	-8	-4	1	7	4	2	0	CCOC(=O)C1CCN(Cc2nnc(-c3ccccc3C)o2)CC1

Next compounds follow.
#	Tn7 DDE FP	TDP2 absorb	ASAP1 inh	PLC-beta3 inh	ADAM17 inh	PLC-gamma1 inh	ARFGAP1 inh	Tn6 DDE FP	SIAE primary	ADAM10 inh	compound
49	1	-5	2	-5	0	-3	5	-2	-8	-3	Cn1c(SCC(=O)Nc2sccc2C(N)=O)nc2ccccc2c1=O
50	4	6	-6	-1	-4	-2	11	-1	-5	8	Cc1ccccc1-c1cc(=O)c2c(O)cccc2o1
51	-4	5	-7	-10	-3	-2	3	-7	-8	0	CCc1cccc(NC(=O)Cn2c(=O)c3cccn3c3ccccc32)c1
52	-3	5	4	-271	-79	-221	-17	-5	0	-354	COc1ccc2oc(C(=O)Nc3nnc(C)s3)c(C)c2c1
